Source: PubChem
RGS4 pot: RGS4 potentiation or activation; HEK293 M3R/inducible RGS4, carbachol calcium flux Fluo4; active compounds read low; 310,000 compounds, 0.92% hits; B-score at 10 µM; AID 463111;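 active = B-score of the integrated calcium signal more than 4 SD below the library mean, with starting fluorescence not abnormally high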;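 note: negative B-score means reduced calcium response which marks RGS4 activation or potentiation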
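Material: M3R-expressing HEK293 line, RGS4 induced by doxycycline | Schedule: Overnight RGS4 induction, 30 min dye load 37 °C, 20 min compound RT | Measured by: Fluo4 fluorescence kinetic imaging of calcium | Read-out: Integrated calcium ratio converted to B score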
KCNK9 block: inhibitors of human KCNK9 two-pore domain potassium channel; Q9NPC2; HEK293 KCNK9, FluxOR thallium flux fluorescence; active compounds read low; B-score at 10 µM; 310,000 compounds, 1.2% hits;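 active = ratio B-score over 3 SD below the library mean, with starting fluorescence within 5 SD of its mean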;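 note: negative B-score means less thallium flux so channel inhibition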
Target sequence (Q9NPC2 whole entry, looked up, the tested form may be a part): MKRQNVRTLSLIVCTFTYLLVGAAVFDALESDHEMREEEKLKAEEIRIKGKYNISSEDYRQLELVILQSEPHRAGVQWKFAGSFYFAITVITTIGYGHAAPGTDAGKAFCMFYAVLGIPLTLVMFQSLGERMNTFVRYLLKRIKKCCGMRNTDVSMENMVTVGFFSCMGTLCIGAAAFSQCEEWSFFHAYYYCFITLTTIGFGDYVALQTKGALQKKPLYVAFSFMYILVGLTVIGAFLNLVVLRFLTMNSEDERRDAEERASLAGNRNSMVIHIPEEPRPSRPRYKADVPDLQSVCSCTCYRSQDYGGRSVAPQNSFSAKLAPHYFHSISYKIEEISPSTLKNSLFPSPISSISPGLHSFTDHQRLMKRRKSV
GSK3B inh: blocks human GSK3beta kinase activity | P49841 | GST-GSK3beta kinase, ADP-Glo luminescence, 60 min; active compounds read low | activity score (negative = inhibition), % at 10 µM | 300,000 compounds, 0.038% hits | AID 2097;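 active = more than half of replicate wells score below -50%, meaning over 50% inhibition versus plate controls; inconclusive = some replicates but at most half score below -50%; inactive = no replicate scores below -50%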;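 note: 0% = median DMSO wells and -100% = median GW8510 positive control wells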
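Assay system: GST-tagged human GSK3beta kinase, cell-free; Input: 1.6 ng GSK3beta; Medium: Tris/MgCl2 kinase buffer; Timing: 60 min enzyme reaction, room temperature; Signal: ADP-Glo luminescence quantifying ADP generated by kinase; Evaluation: score relative to plate controls; Benchmarks: DMSO neutral wells and GW8510 at 20 µM as positive.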
PolyA inh: yeast polyadenylation inhibition. 300,000 compounds, 0.02% hits. S. cerevisiae SKY197-pL101 polyadenylation reporter, beta-gal luminescence; efflux-impaired pdr1/pdr3 knockout yeast; score 100 = 6 SD above DMSO. calls only at 12 µM;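 active = lowest replicate activity score at least 50, where 100 means six control SD above control mean; inconclusive = lowest score under 50 but half or more replicates reach 50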;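 note: yeast exposed to compound for 9 h at 30 °C; higher score means more reporter readthrough which indicates perturbed polyadenylation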
KCNK3 block: human KCNK3 channel inhibition, primary screen. O14649. CHO-KCNK3 thallium flux, FluxOR fluorescence; active compounds read low. B-score at 10 µM. 340,000 compounds, 0.84% hits. AID 602410;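 active = B-score under library mean minus 4 SD, starting fluorescence ratio at most library mean plus 5 SD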;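 note: more negative B-score means stronger inhibition of thallium flux through KCNK3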
Target sequence (O14649 whole entry, looked up): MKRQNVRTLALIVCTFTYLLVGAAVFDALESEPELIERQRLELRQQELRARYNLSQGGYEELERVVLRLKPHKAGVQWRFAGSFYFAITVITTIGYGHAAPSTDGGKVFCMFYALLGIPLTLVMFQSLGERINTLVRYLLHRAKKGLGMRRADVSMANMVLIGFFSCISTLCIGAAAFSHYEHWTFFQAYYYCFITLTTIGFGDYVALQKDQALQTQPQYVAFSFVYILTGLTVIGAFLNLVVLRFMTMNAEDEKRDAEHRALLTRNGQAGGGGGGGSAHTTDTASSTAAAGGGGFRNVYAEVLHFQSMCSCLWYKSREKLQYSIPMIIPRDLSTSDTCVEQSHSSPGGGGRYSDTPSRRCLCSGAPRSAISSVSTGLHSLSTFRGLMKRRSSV
HDAC3 inh: human HDAC3 inhibition | O15379 | recombinant HDAC3, fluorogenic peptide/trypsin coupled, fluorescence | inhibition, % at 8.3 µM | 320,000 compounds, 0.15% hits | AID 2718; in the data active = inhibition above about 26%, passing the limit was not always enough; inconclusive = no clear call, values can overlap the other calls
KCNQ1 act: potentiates or activates the human KCNQ1 potassium channel | AID 2648 | CHO-K1 KCNQ1, thallium flux FluxOR fluorescence; active compounds read high | P51787 | 310,000 compounds, 0.35% hits | B-score at 10 µM;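 active = fluorescence ratio B-score, a plate-corrected score, at least three library SD, with initial intensity B-score within 5 SD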
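Medium – assay buffer, equal DMSO in all wells · Material – CHO-K1 cell line with stable KCNQ1 potassium channel expression · Signal – kinetic FluxOR thallium fluorescence, 10-s 1-Hz baseline, 110-s post-stimulus read · Compound – single concentration per compound, DMSO matched to controls · Schedule – 37 °C overnight plating, 90-min dark dye load, 20-min compound pretreatment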
hERG rescue: hERG (human) protection from proarrhythmic block; Q12809; CHO-hERG, FluxOR thallium flux, dofetilide IC70 present; activation (rescue from dofetilide block), less the hit threshold, % at 10 µM; 310,000 compounds, 0.51% hits; AID 1511;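 active = activation above the mean of controls blocked by dofetilide plus 5 SD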;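 note: thallium influx through hERG after potassium depolarization seen as dye fluorescence rise; in these data hits start at about 4.7%; inactives centre near -7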
GSK3A inh: inhibitors of human GSK-3 alpha kinase; inhibition, % at 10 µM; 320,000 compounds, 0.1% hits; ADP-Glo luminescence, 60 min; P49840;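 in the data active = inhibition above about 50%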;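 note: GST-tagged GSK-3 alpha with peptide substrate and 25 µM ATP; 0% = DMSO neutral wells and 100% = GW8510 positive control wells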
Dyrk1A ADPGlo: blocks rat Dyrk1A kinase activity; ADP-Glo luminescence, NFATc1 peptide; AID 504441; inhibition, % at 12.5 µM; Q63470; 310,000 compounds, 0.43% hits; in the data active = inhibition above about 50%;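 note: plate controls were vehicle with enzyme for no effect and no enzyme for full effect; many of its hits are not listed in these tables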
KCNQ1 inh: inhibitors of human KCNQ1 potassium channel. P51787. CHO-K1 KCNQ1, FluxOR thallium flux fluorescence; active compounds read high. B-score at 10 µM. 310,000 compounds, 1.3% hits;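 active = compounds whose thallium flux B-score, printed positive for inhibition, exceeds three library SD while starting fluorescence stays within three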;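 note: channel opened by potassium depolarization with thallium stimulus after 20 min compound exposure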
Active calls of the source: *; i = inactive; ? = inconclusive; / = no result given.

| SMILES | GSK3B inh | KCNQ1 act | KCNQ1 inh | PolyA inh | hERG rescue | RGS4 pot | KCNK3 block | HDAC3 inh | GSK3A inh | KCNK9 block | Dyrk1A ADPGlo |
| --- | --- | --- | --- | --- | --- | --- | --- | --- | --- | --- | --- |
| Clc1ccc(-n2cc(COCc3ccccc3)nn2)cc1 | 1 | i | i | i | -5 | i | i | 0 | -1 | i | -1 |
| Cc1cccc(C(=O)NCC(=O)NNC(=O)c2ccccc2O)c1 | 1 | i | i | i | -13 | i | i | -7 | 0 | i | -3 |
| COC(=O)c1c(NC(=O)Cn2nc(C(F)F)cc2C(F)F)sc(C)c1C | 1 | i | i | i | -6 | i | i | 21 | -1 | i | -7 |
| CSC(=NS(=O)(=O)c1ccc(C)cc1)SC | 2 | i | i | i | -15 | i | i | 1 | -4 | i | 3 |
| Cc1cccc(CSCc2ccc(C(=O)NC(C)C)o2)c1 | 5 | i | i | i | -3 | i | i | 1 | -3 | i | -6 |
| CNC(=S)N/N=C/c1cn(CCOc2cccc(OC)c2)c2ccccc12 | -1 | i | i | i | -1 | i | i | / | / | i | 11 |
| CCOCCCNC(=O)C(c1ccc(OC)cc1)N(Cc1cccs1)C(=O)CNC(C)=O (stereo unspecified) | -1 | i | i | i | -11 | i | i | -1 | 4 | i | -2 |
| Cc1cc(C(C)(C)C)cc(C)c1N | 2 | i | i | i | -3 | i | i | -6 | 1 | i | 4 |
| CCCCC1(O)CC(C(F)(F)F)=NN1C(=O)COc1ccccc1 (stereo unspecified) | -4 | i | i | i | 3 | i | i | 3 | -4 | i | -4 |
| COc1ccc(-n2c(CNC(=O)c3ccc(S(=O)(=O)N4CCCC4)cc3)n[nH]c2=S)cc1 | -9 | i | i | i | -11 | i | i | 3 | / | i | 2 |
| CC(=O)Nc1ccc(NC(=O)C2CCCN2C(=O)NCc2ccccc2)cc1 (stereo unspecified) | 1 | i | i | i | -4 | i | i | -2 | 0 | i | 1 |
| Cc1ccc(-c2nn(-c3ccccc3)cc2C(=O)Nc2ccc(C)c(S(=O)(=O)N3CCOCC3)c2)cc1 | 3 | i | i | i | -27 | i | i | 0 | -3 | i | -1 |
| CC(=O)N1CCN(S(=O)(=O)c2ccc(C)cc2)C1C (stereo unspecified) | 4 | i | i | i | -7 | i | i | 4 | -1 | i | 2 |
| CSc1cccc(N2CC(C(=O)Nc3cccc(S(=O)(=O)N4CCCC4)c3)CC2=O)c1 (stereo unspecified) | 1 | i | i | i | -3 | i | i | 2 | 0 | i | 2 |
| CC(C)OC(=O)/C(=C\c1ccccc1)NC(=O)c1ccccc1 | 2 | i | i | i | -18 | i | i | -2 | 1 | i | -1 |
| CCc1ccc(N2CCN(C(=O)N3CCOCC3)CC2)cc1 | -1 | i | i | i | -10 | i | i | -3 | 0 | i | -7 |
| Cc1c(C(=O)NC2CCCCC2)oc2c1C(=O)CC(C)(C)C2 | 1 | i | i | i | -10 | i | i | -11 | -4 | i | 1 |
| CN(C)c1ccc(NC(=O)CSc2n[nH]c(-c3ccco3)n2)cc1 | -4 | i | i | i | -7 | i | i | 9 | -2 | i | -3 |
| COc1ccc(-c2nc3c(c(SCC(=O)Nc4cccc(O)c4)n2)Cc2c(CO)cnc(C)c2O3)cc1 | 0 | i | i | i | -11 | i | i | ? | 3 | i | 1 |
| O=C(Cc1c(C(=O)O)[nH]c2ccccc12)NCCN1CCN(c2cccc(Cl)c2)CC1 | 4 | / | / | i | / | / | i | -6 | 1 | / | 0 |
| C/C(Cn1nnc([N+](=O)[O-])n1)=N\NC(=O)c1ccc(Cl)c(Cl)c1 | -7 | i | i | i | -4 | i | i | 2 | 3 | i | 6 |
| O=C(CCNC(=O)c1ccc(Br)cc1)Nc1ccccc1N1CCCCC1 | 4 | i | i | i | -12 | i | i | -4 | -6 | i | -10 |
| O=S(=O)(NC1c2cccc3cccc(c23)C1Sc1ncccn1)c1ccc(Cl)cc1 (stereo unspecified) | 4 | i | i | i | -10 | i | i | 9 | 0 | i | 4 |
| CCOc1ccc(S(=O)(=O)N(CC(=O)O)c2ccc(C)cc2)cc1 | 2 | i | i | i | -3 | i | i | 11 | -10 | i | 2 |
| CC(C)c1ccc(-c2nnn(CCC(=O)O)n2)cc1 | 0 | i | i | i | -13 | i | i | 5 | -5 | i | 10 |
| C/C=C/C(=O)N1CC2(CC(c3cccc(NC(=O)CCCCC)c3)=NO2)C[C@H]1C(N)=O (stereo partly specified) | 2 | i | i | i | 1 | i | / | / | / | i | / |
| O=C(O)c1cccc(N2CCCC2)c1 | 3 | i | i | i | 0 | i | i | -9 | -1 | i | / |
| O=C(Nc1c(C(=O)c2ccccc2)oc2ccccc12)c1cc(-c2ccccc2O)n[nH]1 | 4 | i | i | i | -4 | i | i | 1 | -3 | i | -1 |
| O=c1c(C(c2ccc(Br)cc2)c2c(O)nc3n(c2=O)CCCS3)c(O)nc2n1CCCS2 | 4 | i | i | i | -4 | i | i | -3 | 2 | i | 7 |
| Cc1ccc(OCCCNCCO)c(Br)c1 | 0 | i | i | i | -7 | i | i | 3 | -1 | i | 5 |

Going on with the list:
| SMILES | GSK3B inh | KCNQ1 act | KCNQ1 inh | PolyA inh | hERG rescue | RGS4 pot | KCNK3 block | HDAC3 inh | GSK3A inh | KCNK9 block | Dyrk1A ADPGlo |
| --- | --- | --- | --- | --- | --- | --- | --- | --- | --- | --- | --- |
| CCOc1ccc(C2CC(c3cccc(OC)c3)Nc3nc(N)nn32)cc1 (stereo unspecified) | 2 | i | i | i | -10 | i | i | -2 | / | i | 58* |
| O=c1cc(C(F)(F)F)c2sc(N3CCCCC3)nc2[nH]1 | 1 | i | i | i | -6 | i | i | -44 | 0 | i | -2 |
| CC(C)/C=C(/C(=O)c1ccc(Cl)cc1Cl)n1cncn1 | 1 | i | i | i | -11 | i | i | 2 | -2 | i | -4 |
| Oc1c(Br)cc(/C=N/n2c(-c3ccccc3)n[nH]c2=S)c(O)c1Br | -2 | i | i | i | -6 | i | i | -12 | 0 | i | 4 |
| O=C(Cc1ccccc1)N1CCc2ccccc21 | 3 | i | i | i | -2 | i | i | -1 | -1 | i | -7 |
| Cc1ccc(C(=O)Nc2ccon2)cc1S(=O)(=O)N1CCOCC1 | -4 | i | i | i | -7 | i | i | 3 | -5 | i | -3 |
| Cc1ccc([N+](=O)[O-])cc1NC(=O)CN(C)CCOc1ccccc1 | 1 | i | i | i | -13 | i | i | -2 | 3 | i | 9 |
| Cc1cc(NC2CCCC2)n2nc(C)c(-c3ccccc3)c2n1 | 0 | i | i | i | -4 | i | i | -3 | -1 | i | 2 |
| COC(=O)c1cn(C(=O)c2cccc(C)c2)c2ccccc12 | 6 | i | i | i | -12 | i | i | -4 | -4 | i | / |
| O=C(CCSc1ccc(Cl)cc1)NCc1ccccn1 | -3 | i | i | i | -11 | i | i | -4 | -2 | i | 1 |
| CC(C)=CC(=O)Nc1nnc(-c2ccccc2)s1 | 1 | i | i | i | -4 | i | i | -3 | 0 | i | -6 |
| COc1cccc(C(=O)NCc2ccccc2OC)c1 | -2 | i | i | i | -3 | i | i | -3 | 0 | i | / |
| CCN(CC)c1ccc2cc(C#N)c(=O)oc2c1 | 0 | i | i | i | -10 | i | i | 2 | -2 | i | -4 |
| COc1cc(C2Nc3cc(C)c(C)cc3NC3=C2C(=O)CC(C)(C)C3)ccc1OC(C)=O (stereo unspecified) | / | i | i | i | -5 | i | i | -2 | -1 | i | -2 |
| CC1(C)OC(C(N)=O)C(C(N)=O)O1 (stereo unspecified) | 1 | i | i | i | -11 | i | i | -13 | -1 | i | 4 |
| O=C(NCCC1CCCCN1S(=O)(=O)c1ccc(F)cc1)C(=O)NCc1ccncc1 (stereo unspecified) | 0 | i | i | i | -16 | i | i | / | -3 | i | 2 |
| CC1CC(C)CN(C(=O)CSc2nc(N)cc(=O)[nH]2)C1 (stereo unspecified) | 0 | i | i | i | -19 | i | i | -1 | 1 | i | 5 |
| Cc1cccn2c(=O)c(/C=N/O)c(N3CCOCC3)nc12 | 0 | i | i | i | -4 | i | i | 2 | 0 | i | 9 |
| CCCCOc1ccc(C(=O)N2CCN(c3ccc(N4CCOCC4)nn3)CC2)cc1 | -9 | i | i | i | -12 | i | i | -4 | -1 | i | -2 |
| COc1ccc(Cl)cc1S(=O)(=O)NC1CC(C)(C)NC(C)(C)C1 | 0 | i | i | i | 0 | i | i | 0 | -6 | i | -2 |
| C/C(=N\NC(=S)NC(C)C)c1cccc([N+](=O)[O-])c1 | 2 | i | i | i | -6 | i | i | 6 | 0 | i | 2 |
| FC(F)Oc1ccc(NC(=S)NCCc2ccccn2)cc1 | 2 | i | i | i | -4 | i | i | 5 | 3 | i | -3 |
| CCCc1[nH]n(-c2ccc([N+](=O)[O-])cc2)c(=O)c1C(C)=NCc1ccncc1 | 1 | i | i | i | -12 | i | i | 6 | 1 | i | -5 |
| O=C(CN1C(=O)NC2(CCc3ccccc32)C1=O)c1ccc(F)cc1 (stereo unspecified) | 1 | i | i | i | -11 | i | i | 6 | -2 | i | 2 |
| CC1CCCCN1Cc1nc2c(c(=O)n(C)c(=O)n2C)n1CCCc1ccccc1 (stereo unspecified) | -1 | i | i | i | -6 | i | i | 3 | -2 | i | -1 |
| O=C(Nc1cccnc1)Nc1ccc(Br)cc1Cl | -2 | i | i | i | -12 | i | i | 1 | -2 | i | -1 |
| COC(=O)c1ccccc1NC(=O)Nc1nnc(N2CCCCC2C)s1 (stereo unspecified) | 2 | i | i | i | -6 | i | i | 0 | -2 | i | 1 |
| CC1C(c2ccccc2)=[N+]([O-])C2(CCCC2)N1O (stereo unspecified) | 2 | i | i | i | -13 | i | i | 1 | -1 | i | 3 |
| COc1ccc(-n2c(SCC(=O)Nc3cc(C(=O)O)ccc3C)nc3ccccc3c2=O)cc1Cl | 0 | i | i | i | -15 | i | i | -2 | / | i | 3 |
| CCOC(=O)c1cc(-c2ccccc2)n(CC(=O)N2CCCC2)c1C | 3 | i | i | i | -11 | i | i | 0 | 1 | i | 5 |

These rows are one share of the data; count on the stated rates, not on these rows.
